PLAP inhibitors HTS: PLAP enzyme inhibitors, biochemical, luminescence, HTS (AID 690); purified PLAP, luminescent substrate; higher % means a stronger effect; 0.08% of 96,000 active; one-dose inhibition, % at 20 µM; IC50 in µM for titrated hits; in the data active = a potency from the dose series; inactive = the rest, 99 in 100 with inhibition below about 30%; note: strong numbers were not always called active
NFkB transloc pot: enhances IL-1B driven NFkB nuclear translocation; activation, % at 2 µM; 0.3% of 94,000 active; AID 819; HUVEC IL-1B NFkB p65 nuclear translocation imaging;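 active = activation above 40%, about the mean plus 3 SD, also judged a hit on visual image review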;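 note: percent activation is computed from the nuclear over cytoplasmic p65 intensity ratio; values of inactives mirror those of a sister screen read the other way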
Bcl-B TR3 displacers: displacers of TR3 peptide from Bcl-B, primary screen, selectivity assay for Bfl-1 inhibitor project, biochemical, fluorescence polarization | displacement, % at 20 µM; hits with a dose series show IC50 in µM | FP displacement of FITC-TR3 peptide from Bcl-B; higher % means a stronger effect | 0.11% of 96,000 active | AID 748;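 active = displacement above 50% at 20 µM plus a fluorescence interference ratio under 1.5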;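 note: plate controls were wells without compound for no effect and wells lacking Bcl-B protein for full effect; a part of the inactive calls stands beside numbers as strong as those of hits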
IL1B NFkB inh: blocks IL-1B driven NFkB nuclear translocation in HUVEC cells; HUVEC IL-1B NFkB p65 nuclear translocation imaging; inhibition, % at 2 µM; 0.43% of 94,000 active; AID 796;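 active = inhibition above about 30% together with a positive call from visual inspection of the well image, limit read from the data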;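 note: nuclear over cytoplasmic p65 intensity ratio measured by imaging; 0% = IL-1B stimulated DMSO wells and 100% = unstimulated DMSO wells; values of inactives mirror those of a sister screen read the other way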
MRP resist rev: reverses drug resistance mediated by MRP | H69AR cells + 2 uM doxorubicin, CellTiter-Glo, 72 h | differential viability (reversal), % at 10 µM | 0.04% of 85,000 active | AID 602;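 active = viability drop by adding the cancer drug above about 55%, with treated viability meeting a 40% cutoff, limit read from the data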;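 note: viability without doxorubicin minus viability with 2 µM doxorubicin for each compound; larger differential means the compound sensitizes cells more to doxorubicin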
MRP resist rev cytotoxicity: further read-out of MRP resist rev, marked with its call; viability, %; H69AR cells, CellTiter-Glo, 72 h; measured here: cytotoxicity without doxorubicin
MRP resist rev with doxorubicin: recorded beside MRP resist rev, whose call it bears; viability, %; measured here: viability with 2 uM doxorubicin; hits give low values
IL1B NFkB inh cell count 2 µM: further read-out of IL1B NFkB inh, marked with its call; cell count; measured here: cells passing quality filter;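 raw number of nuclei counted in each imaged well without normalization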
NFkB transloc pot cell count 2 µM: second read-out of NFkB transloc pot, no call of its own (marks repeat the call); cell count; measured here: cells passing quality filter
Numbers without * were called inactive; / = no result given.

Compound,Bcl-B TR3 displacers,IL1B NFkB inh cell count 2 µM,MRP resist rev,PLAP inhibitors HTS,IL1B NFkB inh,NFkB transloc pot cell count 2 µM,NFkB transloc pot,MRP resist rev with doxorubicin,MRP resist rev cytotoxicity
CC(C)n1c(N2CCN(C(=O)NCc3ccccc3)CC2)nc2ccccc21,-12%,100,9,1%,11,100,-11,87,95
Cc1nc2[nH]onc2c2nccc(=O)c12,-1%,109,-1,4%,-16,109,16,102,101
CCOC(=O)CSc1nnc(-c2ccccc2OC)o1,-7%,156,-21,18%,-4,156,4,88,67
COc1ccccc1CNC(=O)COC(=O)c1cnccn1,-4%,117,8,6%,-6,117,6,85,92
O=c1c2c3c(sc2ncn1Cc1ccc(F)cc1)CCC3,-21%,116,/,16%,2,116,-2,/,/
Nc1cc(CN2C(=O)c3ccccc3C2=O)cc(Cl)c1O,0%,124,-13,18%,16,124,-16,48,34
CC(=O)c1cccc(N=C2NC(=O)CS2)c1,6%,112,1,18%,-9,112,9,76,77
O=C(CCS(=O)(=O)c1cccc2nonc12)NC1CCCCCC1,-2%,/,26,-14%,/,/,/,80,106

More structures.
Compound,Bcl-B TR3 displacers,IL1B NFkB inh cell count 2 µM,MRP resist rev,PLAP inhibitors HTS,IL1B NFkB inh,NFkB transloc pot cell count 2 µM,NFkB transloc pot,MRP resist rev with doxorubicin,MRP resist rev cytotoxicity
CCCCN(C(=O)c1cc(OC)c(OC)c(OC)c1)C1=CC2CCC(C1)N2C (configuration not stated),9%,139,1,-12%,-12,139,12,78,78
CCCCn1c(SCC(=O)N2CCCc3ccccc32)nc2c1c(=O)n(C)c(=O)n2C,-2%,118,23,-71%,15,118,-15,40,63
Cc1ccc2ccc(C(Nc3ccccn3)c3ccccc3)c(O)c2n1 (configuration not stated),0%,59,-5,-76%,-20,59,20,33,28
CC1CN(Cc2ccccc2Cl)CC(C)O1 (configuration not stated),-3%,164,6,10%,-5,164,5,91,97
Cn1c(CSc2nc3ccccc3s2)nnc1SCC(=O)NCCCN1CCOCC1,/,94,-6,/,4,94,-4,87,81
O=C(Cn1[nH]c(=O)c2ccccc2c1=O)OCC(=O)N1CCCc2ccccc21,-3%,141,/,24%,-32,141,31,/,/
CSC1=NCCN1C(=O)c1ccc(Br)o1,0%,174,6,-7%,16,174,-16,84,90
Cc1nn(-c2ccccc2)c(Cl)c1/C=C1\N=C(c2ccccc2)OC1=O,/,129,-7,/,-13,129,13,84,77

Continued.
Compound,Bcl-B TR3 displacers,IL1B NFkB inh cell count 2 µM,MRP resist rev,PLAP inhibitors HTS,IL1B NFkB inh,NFkB transloc pot cell count 2 µM,NFkB transloc pot,MRP resist rev with doxorubicin,MRP resist rev cytotoxicity
CCC(=O)Nc1cc(C(C)C)c(O)cc1C,-8%,121,-1,-2%,-2,121,2,97,96
COc1ccc(C(CC(=O)O)NC(=O)c2cccs2)cc1 (configuration not stated),11%,/,6,-6%,/,/,/,92,98
CCOC(=O)Cn1c(=O)oc2cc(S(=O)(=O)NCCCc3ccccc3)ccc21,-3%,42,10,15%,14,42,-14,74,83
Cc1ccnc(NS(=O)(=O)c2cccs2)c1,-4%,136,-9,11%,-10,136,10,90,82
N/C(=N\OC(=O)Oc1ccccc1)c1ccc(Cl)cc1,8%,165,-7,36%,10,55,-7,97,90
Cc1ccccc1C(=O)Nc1nncs1,-14%,131,-8,14%,5,131,-5,92,84
COC(=O)c1sccc1Oc1ccc(F)cc1[N+](=O)[O-],-6%,192,21,24%,-19,192,19,80,100
CS(=O)(=O)c1cnc(-c2ccccc2)nc1Oc1ccc(Cl)cc1,6%,222,/,-26%,-6,222,6,/,/

(more compounds)
Compound,Bcl-B TR3 displacers,IL1B NFkB inh cell count 2 µM,MRP resist rev,PLAP inhibitors HTS,IL1B NFkB inh,NFkB transloc pot cell count 2 µM,NFkB transloc pot,MRP resist rev with doxorubicin,MRP resist rev cytotoxicity
Cc1ccc(CNc2ccc(O)cc2)cc1,17%,97,-20,-5%,6,97,-6,90,69
CS(=O)(=O)c1cccc(C(=O)NCc2ccc(F)cc2)c1,4%,177,9,15%,0,177,0,80,88
CCOC(=O)C1CCN(C(=O)c2ccc(NC(=O)C3CCCO3)cc2)CC1 (configuration not stated),/,168,/,/,-7,168,7,/,/
O=C1CC(c2ccc(S(=O)(=O)N3CCCCC3)cc2)CN1 (configuration not stated),0%,164,-1,-8%,-26,164,26,90,89
CC1(C)CC(=O)C(C=NCCO)=C(O)C1,-9%,163,17,-26%,-19,163,19,84,102
Cc1ccc2c(c1)c1c(n2C)-c2[nH]ncc2CC1,/,150,-16,/,9,150,-9,79,63
CCNC(=S)NNC(=O)c1csc(C(C)C)c1,/,148,4,/,-2,148,2,67,71
CCCc1cc(=O)[nH]c(SCC(=O)Nc2ccccc2C#N)n1,-7%,195,-11,-17%,2,195,-2,90,78

(list continues)
Compound,Bcl-B TR3 displacers,IL1B NFkB inh cell count 2 µM,MRP resist rev,PLAP inhibitors HTS,IL1B NFkB inh,NFkB transloc pot cell count 2 µM,NFkB transloc pot,MRP resist rev with doxorubicin,MRP resist rev cytotoxicity
COc1ccc(CCNC(=O)c2nonc2N)cc1,/,157,11,/,7,157,-7,84,95
COCCCn1c(SCC(=O)Nc2sc3c(c2C#N)CCCC3)nnc1-c1ccncc1,/,65,-9,/,-6,65,6,84,75
O=C(O)c1cccc(NC(=O)c2cccc(NC(=O)C3CCCO3)c2)c1 (configuration not stated),-13%,118,-1,3%,15,118,-15,99,98
COC(=O)c1ccc2c(=O)n(CC3CCCO3)c(=S)[nH]c2c1 (configuration not stated),-2%,126,3,-14%,-6,126,6,81,84
CCCCCc1ccc(CC(=O)O)cc1,-4%,108,15,-20%,-5,108,5,87,102
CC(C)C(C(=O)NCc1ccco1)N(C(=O)CNS(=O)(=O)c1ccccc1)C1CCCC1 (configuration not stated),8%,102,11,-52%,-14,102,14,72,83
CCOC(=O)CNC(=O)C(Cc1ccccc1)NS(=O)(=O)c1ccc2c(c1)CCC(=O)N2 (configuration not stated),/,157,4,/,-21,157,21,95,99
COc1cc(CNn2nnnc2N)ccc1OCc1c(Cl)cccc1Cl,1%,159,10,16%,-5,159,5,84,94

16 of these compounds, set out differently.
Second line of a record – Bcl-B TR3 displacers	IL1B NFkB inh cell count 2 µM	MRP resist rev	PLAP inhibitors HTS	IL1B NFkB inh	NFkB transloc pot cell count 2 µM	NFkB transloc pot	MRP resist rev with doxorubicin	MRP resist rev cytotoxicity
- Cc1ccccc1C(=O)Nc1nncs1
→ -14%	131	-8	14%	5	131	-5	92	84
- COC(=O)c1sccc1Oc1ccc(F)cc1[N+](=O)[O-]
→ -6%	192	21	24%	-19	192	19	80	100
- CS(=O)(=O)c1cnc(-c2ccccc2)nc1Oc1ccc(Cl)cc1
→ 6%	222	/	-26%	-6	222	6	/	/
- Cc1ccc(CNc2ccc(O)cc2)cc1
→ 17%	97	-20	-5%	6	97	-6	90	69
- CS(=O)(=O)c1cccc(C(=O)NCc2ccc(F)cc2)c1
→ 4%	177	9	15%	0	177	0	80	88
- CCOC(=O)C1CCN(C(=O)c2ccc(NC(=O)C3CCCO3)cc2)CC1 (configuration not stated)
→ /	168	/	/	-7	168	7	/	/
- O=C1CC(c2ccc(S(=O)(=O)N3CCCCC3)cc2)CN1 (configuration not stated)
→ 0%	164	-1	-8%	-26	164	26	90	89
- CC1(C)CC(=O)C(C=NCCO)=C(O)C1
→ -9%	163	17	-26%	-19	163	19	84	102
- Cc1ccc2c(c1)c1c(n2C)-c2[nH]ncc2CC1
→ /	150	-16	/	9	150	-9	79	63
- CCNC(=S)NNC(=O)c1csc(C(C)C)c1
→ /	148	4	/	-2	148	2	67	71
- CCCc1cc(=O)[nH]c(SCC(=O)Nc2ccccc2C#N)n1
→ -7%	195	-11	-17%	2	195	-2	90	78
- COc1ccc(CCNC(=O)c2nonc2N)cc1
→ /	157	11	/	7	157	-7	84	95
- COCCCn1c(SCC(=O)Nc2sc3c(c2C#N)CCCC3)nnc1-c1ccncc1
→ /	65	-9	/	-6	65	6	84	75
- O=C(O)c1cccc(NC(=O)c2cccc(NC(=O)C3CCCO3)c2)c1 (configuration not stated)
→ -13%	118	-1	3%	15	118	-15	99	98
- COC(=O)c1ccc2c(=O)n(CC3CCCO3)c(=S)[nH]c2c1 (configuration not stated)
→ -2%	126	3	-14%	-6	126	6	81	84
- CCCCCc1ccc(CC(=O)O)cc1
→ -4%	108	15	-20%	-5	108	5	87	102

Remaining list, next part.
Compound,Bcl-B TR3 displacers,IL1B NFkB inh cell count 2 µM,MRP resist rev,PLAP inhibitors HTS,IL1B NFkB inh,NFkB transloc pot cell count 2 µM,NFkB transloc pot,MRP resist rev with doxorubicin,MRP resist rev cytotoxicity
Cc1ccc(C)n1NC(=O)c1cccs1,-6%,152,3,11%,-2,152,2,90,92
CCOCCn1c(COc2ccccc2)nc2ccccc21,-4%,170,3,-30%,3,170,-3,90,94
CCCOc1ccc(N2C(=O)CC(N3CCOCC3)C2=O)cc1 (configuration not stated),3%,76,-2,2%,16,76,-16,102,100
Cn1c2c(c(=O)n(C)c1=O)C(c1ccc(O)cc1)Nc1ccccc1O2 (configuration not stated),-1%,67,2,0%,-9,67,9,94,96
COc1cc(C)c(C)cc1S(=O)(=O)N1CCN(Cc2ccccc2)CC1,1%,115,6,-64%,-34,115,34,82,88
CCOC(=O)C1=C(C)NC(SCC(N)=O)=C(C#N)C1c1ccncc1 (configuration not stated),-4%,147,-14,9%,-2,147,2,110,96
O=C(CSc1nc2ccccc2[nH]1)NC(=O)NCc1ccco1,0%,/,-6,-62%,/,/,/,75,68
N#CCSc1nnc(-c2ccc(S(=O)(=O)N3CCOCC3)cc2)n1CC1CCCO1 (configuration not stated),2%,162,18,7%,-26,162,26,83,101

Continuation:
Compound,Bcl-B TR3 displacers,IL1B NFkB inh cell count 2 µM,MRP resist rev,PLAP inhibitors HTS,IL1B NFkB inh,NFkB transloc pot cell count 2 µM,NFkB transloc pot,MRP resist rev with doxorubicin,MRP resist rev cytotoxicity
CCOc1ccc(C(NC(=O)c2ccco2)c2ccc(OC)c(OC)c2)cc1 (configuration not stated),-19%,185,5,-26%,-1,185,1,88,93
COC(=O)[C@H](CCSC)NC(=O)NCc1ccc(S(N)(=O)=O)cc1,6%,199,1,12%,9,199,-9,1,2
N#Cc1c(NC2CCCCC2)nc(-c2ccco2)c2c1CCCC2,-10%,131,10,-7%,6,131,-6,61,71
CC(CCc1ccccc1)NC(=O)C1CCN(S(=O)(=O)N2CCCCC2)CC1 (configuration not stated),7%,114,-1,-4%,0,114,1,100,99
O=C1CN(C(=O)c2ccccc2)c2ccccc2N1,-1%,121,-2,9%,6,121,-6,85,83
Cc1ccc(S(=O)(=O)N(CC(=O)NCc2ccncc2)C2CCCCC2)cc1,2%,/,-4,-79%,/,/,/,96,91

Screens deposited in PubChem BioAssay by several laboratories.

This is a subset (hit frequency here may not be typical).
